Bim-Bcl-XL: inhibitors of Bim-Bcl-XL binding, primary screen, biochemical, multiplexed, bead flow cytometry, human Bcl-XL; Bcl-2-like protein 1 (Homo sapiens), Q07817; inhibition, % at 10 µM; 190,000 tested, 0.04% active; Bim peptide-Bcl-XL binding, fluorescence; AID 1007, 2008
Target sequence (Q07817 whole entry, looked up): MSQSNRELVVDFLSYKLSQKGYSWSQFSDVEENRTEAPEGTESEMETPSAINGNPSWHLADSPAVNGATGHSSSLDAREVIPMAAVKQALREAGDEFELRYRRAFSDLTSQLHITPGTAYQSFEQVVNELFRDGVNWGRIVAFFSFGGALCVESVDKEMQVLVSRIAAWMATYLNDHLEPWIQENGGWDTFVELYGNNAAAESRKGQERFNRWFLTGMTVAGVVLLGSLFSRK
Mcl1 Noxa PPI: Mcl-1/Noxa binding inhibitors, primary screen, biochemical, TR-FRET, 1536-well | AID 1022, 2008 | TR-FRET Mcl-1/Noxa peptide binding, 2 h | inhibition, % at 21.7 µM | 220,000 tested, 1.5% active;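 active means compounds that cut the protein-peptide binding signal by more than 50% relative to plate controls in a single-dose test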;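 further: His-tagged Mcl-1 with rhodamine Noxa BH3 peptide and terbium anti-His antibody; 0% = Mcl-1 plus Noxa peptide wells and 100% = peptide-only wells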
Target sequence (Q07820 whole entry, looked up): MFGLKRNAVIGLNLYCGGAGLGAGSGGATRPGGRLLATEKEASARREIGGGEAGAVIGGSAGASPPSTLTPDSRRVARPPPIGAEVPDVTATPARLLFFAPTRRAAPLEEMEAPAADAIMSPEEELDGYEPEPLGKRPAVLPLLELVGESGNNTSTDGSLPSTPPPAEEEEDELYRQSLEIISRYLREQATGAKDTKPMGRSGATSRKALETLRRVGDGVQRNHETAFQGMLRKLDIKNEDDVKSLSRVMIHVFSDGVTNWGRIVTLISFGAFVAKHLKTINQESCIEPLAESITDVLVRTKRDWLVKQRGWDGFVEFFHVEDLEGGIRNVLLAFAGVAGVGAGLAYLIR
Bfl-1 Bim block: inhibitors of Bim binding to Bfl-1, primary screen, biochemical, multiplexed, bead-based flow cytometry. Bcl-2-related protein A1 (Homo sapiens), Q16548. Bim-Bfl-1 binding inhibition. inhibition, % at 10 µM. 190,000 tested, 0.12% active;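 further: 0% = wells without compound plus tracer and 100% = blocker peptide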
RGS8-Gao: RGS8-Galphao binding modulators, primary screen, biochemical, multiplexed bead flow cytometry | Guanine nucleotide-binding protein G(o) subunit alpha (Homo sapiens), P09471 | AID 1423, 2008 | 220,000 tested, 0.34% active | response (percent of control binding), % at 10 µM | actives lie on both sides; in the data active means response below about 60% or above about 140%; inactive means in between;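 further: Galphao activated as the GDP aluminium fluoride complex binding bead-coupled RGS8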
Bcl-W Bim block: inhibitors of Bim binding to Bcl-W, primary screen, biochemical, multiplexed, bead-based flow cytometry; Bcl-2-like protein 2 (Homo sapiens), Q92843; Bim peptide-Bcl-W binding; inhibition, % at 10 µM; 190,000 tested, 0.02% active;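 further: 0% = bound tracer without compound and 100% = peptide blocker; higher means less fluorescent Bim peptide bound to Bcl-W beads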
RGS4-Gao reg: modulators of RGS4 binding to Galphao, primary screen, biochemical, multiplexed bead flow cytometry; Guanine nucleotide-binding protein G(o) subunit alpha (Homo sapiens), P09471; actives lie on both sides; binding response (% of control), % at 10 µM; 220,000 tested, 0.33% active; in the data active means binding response below about 49% or above about 150%; inactive means in between;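 further: fluorescent Galphao activated with aluminum fluoride binding bead-coupled RGS4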
Mcl1-Bid inh: Mcl-1/Bid binding inhibitors, primary screen, biochemical, TR-FRET, 1536-well | AID 1021, 2008 | TR-FRET Mcl-1/Bid-Dy647 peptide binding | inhibition, % at 21.7 µM | 220,000 tested, 0.97% active | Induced myeloid leukemia cell differentiation protein Mcl-1 (Homo sapiens), Q07820;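 active means compounds that cut the binding signal by more than half at the single screening dose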;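 further: His-tagged Mcl-1 with europium anti-His antibody binding Bid BH3 peptide; 0% = Mcl-1 plus peptide wells and 100% = peptide-only wells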
Bim-Bcl-2: inhibitors of Bim-Bcl-2 binding, primary screen, biochemical, multiplexed, human Bcl-2 family | Apoptosis regulator Bcl-2 (Homo sapiens), P10415 | Bead-based flow cytometry, Bim peptide-Bcl-2 binding | inhibition, % at 10 µM | 190,000 tested, 0.06% active; in the data active means inhibition above about 40%; inconclusive means no clear call, values can overlap the other calls;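 further: 0% = no compound wells with probe peptide and 100% = reference peptide inhibitor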
Target sequence (P10415 whole entry, looked up): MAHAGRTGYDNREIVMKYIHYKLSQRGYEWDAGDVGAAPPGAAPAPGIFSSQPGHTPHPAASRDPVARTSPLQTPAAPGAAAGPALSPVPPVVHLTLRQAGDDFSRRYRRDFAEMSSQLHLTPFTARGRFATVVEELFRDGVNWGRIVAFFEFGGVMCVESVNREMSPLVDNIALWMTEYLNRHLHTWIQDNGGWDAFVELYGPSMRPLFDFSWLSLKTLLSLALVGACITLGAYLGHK
Bim-Bcl-B: inhibitors of Bim-Bcl-B binding, primary screen, biochemical, multiplexed, human Bcl-2 family | bead-based flow cytometry, Bim peptide-Bcl-B binding | inhibition, % at 10 µM | 190,000 tested, 0.073% active | AID 951, 2007;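 further: 0% = tracer peptide without compound and 100% = reference inhibitor peptide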
Target sequence (Q9HD36 whole entry, looked up): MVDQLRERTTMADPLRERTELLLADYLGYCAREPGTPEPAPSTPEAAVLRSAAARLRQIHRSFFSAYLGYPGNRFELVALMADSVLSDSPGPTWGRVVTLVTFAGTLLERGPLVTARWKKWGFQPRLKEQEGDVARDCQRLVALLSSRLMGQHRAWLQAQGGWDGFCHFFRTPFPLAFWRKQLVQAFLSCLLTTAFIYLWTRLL
RGS7-Gao: RGS7-Galphao binding modulators, primary screen, biochemical, multiplexed bead flow cytometry | actives lie on both sides | binding response (% of control), % at 10 µM | 220,000 tested, 0.35% active; in the data active means binding response below about 49% or above about 150%; inconclusive means no clear call, values can overlap the other calls; inactive means in between;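 further: fluorescent Galphao held in activated GDP-AlF4 state binding bead-coupled RGS7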
Bim-Mcl-1: inhibitors of Bim peptide binding to Mcl-1, primary screen, biochemical, bead-based flow cytometry, multiplex. Induced myeloid leukemia cell differentiation protein Mcl-1 (Homo sapiens), Q07820. Bim peptide-Mcl-1 binding. inhibition, % at 10 µM. 190,000 tested, 0.1% active. AID 1009, 2008;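 further: 0% = no compound tracer wells and 100% = peptide blocker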
Numbers without * were called inactive; ? = inconclusive; . = no result given. Unless noted, no stated cut-off is given here; in the data, active means inhibition above about 40%. An unsorted share of the library; about 2.7% have a hit in one of these screens.

Sample of the layout, two compounds:
SMILES | Bim-Bcl-XL | Mcl1 Noxa PPI | Bfl-1 Bim block | RGS8-Gao | Bcl-W Bim block | RGS4-Gao reg | Mcl1-Bid inh | Bim-Bcl-2 | Bim-Bcl-B | RGS7-Gao | Bim-Mcl-1
Cc1ccc(C(=O)N/C(=C/C=C\c2ccccc2)C(=O)NCc2ccco2)cc1 | -6 | 5 | -9 | 101 | -6 | 100 | -11 | -4 | -6 | 100 | -5
CCCN(CCC)S(=O)(=O)c1ccc(C(=O)NNc2nc(-c3ccccc3)c3cc(Br)ccc3n2)cc1 | -1 | -43 | 1 | 104 | -1 | 100 | -26 | 5 | -1 | 103 | 0

This part in full, from the start:
SMILES | Bim-Bcl-XL | Mcl1 Noxa PPI | Bfl-1 Bim block | RGS8-Gao | Bcl-W Bim block | RGS4-Gao reg | Mcl1-Bid inh | Bim-Bcl-2 | Bim-Bcl-B | RGS7-Gao | Bim-Mcl-1
Cc1ccc(C(=O)N/C(=C/C=C\c2ccccc2)C(=O)NCc2ccco2)cc1 | -6 | 5 | -9 | 101 | -6 | 100 | -11 | -4 | -6 | 100 | -5
CCCN(CCC)S(=O)(=O)c1ccc(C(=O)NNc2nc(-c3ccccc3)c3cc(Br)ccc3n2)cc1 | -1 | -43 | 1 | 104 | -1 | 100 | -26 | 5 | -1 | 103 | 0
COC(=O)CN(c1ccc(OC)cc1)S(=O)(=O)c1c(C)noc1C | 1 | . | -3 | 101 | 1 | 97 | . | -1 | 0 | 98 | 5
Cc1ccc2nc(CSc3nnc(-c4ccco4)o3)cc(=O)n2c1 | -3 | 21 | 0 | 100 | 0 | 99 | -11 | 2 | -4 | 101 | 0
Cc1ccc(S(=O)(=O)N2CCN(C(=O)CN3CCOCC3)C2c2ccccc2)cc1 (centres undefined) | -1 | -12 | -1 | 100 | 0 | 98 | -53 | -1 | 0 | 96 | 0
CC1(C)CNC(=O)c2sc(NC(=O)c3ccccc3Cl)nc2C1 | 0 | 9 | -7 | 107 | 0 | 102 | -16 | -2 | -3 | 99 | -1
O=C(CCC(=O)N(c1ccc(F)cc1)C(C(=O)NC1CCCC1)c1ccncc1)Nc1cccnc1 (centres undefined) | 0 | 18 | 4 | 103 | 2 | 96 | -9 | 4 | 3 | 94 | 2
O=C(COC(=O)c1ccccc1Nc1ccc(SC(F)F)cc1)NC1CC1 | -7 | 9 | -12 | 102 | -1 | 102 | -12 | -5 | -2 | 104 | 0
O=C(N/N=C/C=C/c1ccco1)c1cccs1 | 0 | 23 | 6 | 100 | 4 | 101 | -55 | 0 | -11 | ? | 1
CC(=O)Oc1ccc(-c2cccc(C(=O)N(C)c3ccc(O)cc3)c2)cc1 | -3 | 20 | -5 | 103 | -1 | 102 | -20 | 0 | -4 | ? | -1
COC(=O)Cn1c(CCC(=O)O)ccc1-c1ccccc1 | -5 | 4 | 0 | 96 | -2 | 100 | -29 | 3 | 0 | 97 | 0
CCOC(=O)C1CCCN(C(=O)CCCn2nc(C)n3c(cc4sccc43)c2=O)C1 (centres undefined) | 0 | -1 | -9 | 100 | 0 | 99 | -3 | -6 | -4 | 96 | 0
C#CCOCCOCCOCCNc1nc(N2CCN(C(=O)[C@H]([C@@H](C)CC)n3cc([C@@H](N)CC(C)C)nn3)CC2)nc(N2CCN(C(=O)[C@H](Cc3cc4ccccc4[nH]3)n3cc([C@@H](N)CC(C)C)nn3)CC2)n1 | . | 9 | . | 104 | . | 106 | -70 | . | . | ? | .
C=CCn1c(C(C)NC(=O)c2cccc(C)c2)n[nH]c1=S (centres undefined) | 0 | 28 | 2 | 92 | 1 | 86 | -2 | 0 | -12 | 92 | -2
O=C(COC(=O)c1cccs1)NCC1CCCCC1 | 2 | -4 | -3 | 99 | 1 | 99 | -11 | -1 | 0 | ? | 0
O=C(Nc1nnc(CCN2CCOCC2)s1)C1CCCCC1 | -2 | 24 | -12 | 101 | 1 | 103 | 6 | -6 | -2 | 103 | 1
COCCn1nnnc1C(c1ccccn1)N1CCN(c2cc(Cl)ccc2C)CC1 (centres undefined) | -4 | 10 | -3 | 100 | -2 | 98 | -7 | -2 | -3 | 101 | 1
COc1cc2[nH]c(=O)n(Cc3ccc(C(=O)NCC4CCCO4)cc3)c(=O)c2cc1OC (centres undefined) | 1 | -3 | -2 | 97 | -1 | 98 | 0 | -1 | 0 | 100 | 1
CC(C)C(=O)Nc1ccc(NC(=S)NC(=O)c2ccc([N+](=O)[O-])cc2)cc1 | -3 | 19 | -7 | 76 | -1 | 83 | -19 | -11 | -11 | 84 | -5
COC(=O)c1ccccc1NC(=O)Cn1nc2n(C)c3ccccc3n2c(=O)c1=O | -2 | 14 | 6 | 102 | -2 | 100 | 15 | 2 | 2 | 104 | -6
C/C(=N\NC(=O)c1cccnc1)c1nnn(-c2nonc2N)c1C | -15 | 3 | -4 | 101 | -10 | 100 | -9 | -4 | -3 | 99 | -22
O=C(NNc1c(Cl)cccc1Cl)c1c(F)cccc1Cl | . | 6 | . | 97 | . | 96 | -2 | . | . | ? | .
COC(=O)c1ccc(-c2ccc(/C=N/NC(=O)CC3(C)OCCCO3)o2)cc1 | 0 | -1 | 1 | 97 | 0 | 102 | -11 | 2 | 1 | 95 | 3
CC(NC(=S)NCc1ccc(F)cc1)C12CC3CC(CC(C3)C1)C2 (centres undefined) | -5 | 2 | -1 | 102 | -2 | 106 | -23 | -5 | -7 | 100 | -3
Cc1oc(-c2ccccc2Cl)nc1CSc1nc2c(c(=O)[nH]1)CCCC2 | . | -1 | . | 100 | . | 101 | 5 | . | . | ? | .
Further records follow:
SMILES | Bim-Bcl-XL | Mcl1 Noxa PPI | Bfl-1 Bim block | RGS8-Gao | Bcl-W Bim block | RGS4-Gao reg | Mcl1-Bid inh | Bim-Bcl-2 | Bim-Bcl-B | RGS7-Gao | Bim-Mcl-1
O=C(Nc1ncn[nH]1)c1ccc(Cl)cc1Cl | -1 | -8 | -5 | 110 | 1 | 106 | -9 | -1 | -2 | 102 | 1
Cc1ccc(C(=O)/C=C/c2ccc(Br)cc2)o1 | -2 | . | -12 | 106 | 0 | 106 | -29 | -8 | -7 | 106 | -1
O=c1nc(N2CCCCC2)nc2n1CCO2 | -4 | -9 | -2 | 100 | -5 | 100 | -11 | -4 | -8 | 98 | -3
Cc1ccc(SCc2c(-c3ccccc3)nn(C)c2Cl)cc1 | 4 | 9 | 0 | 99 | 1 | 110 | -14 | 3 | 2 | 111 | 4
CC(C)[C@H](NC(=O)NCc1ccc(F)cc1)C(=O)O | . | -7 | . | 96 | . | 99 | -14 | . | . | ? | .
CC(C)N1CCC(N2CCN(CCCn3cccn3)CC2CCO)CC1 (centres undefined) | -2 | 2 | -8 | 102 | -4 | 102 | -42 | -4 | -4 | 101 | -3
CCC(C)NC(=O)Cn1c(=O)n(-c2ccc(OC)cc2)c(=O)c2ccc(C(=O)NCc3ccc(C)cc3)cc21 (centres undefined) | -2 | -24 | -2 | 97 | -1 | 89 | -7 | -2 | -4 | 103 | 1
Cc1cc(NC(=O)c2c(Cl)c(C)nn2C)no1 | -1 | -11 | -2 | 100 | 2 | 102 | -1 | -2 | 0 | 99 | -2
OCC1OC(n2nnc3ccccc32)C(O)C(O)C1O (centres undefined) | 2 | -14 | -10 | 101 | 5 | 99 | -52 | -12 | -23 | 99 | -62
Cc1ccc(/C=N/NC(=O)c2csc(C)c2)o1 | -1 | 15 | 7 | 103 | -3 | 101 | -20 | 0 | -2 | 103 | 2
CCOP(=O)(OCC)C(Nc1ccc(C)cc1)c1ccco1 (centres undefined) | 0 | -2 | -3 | 105 | 0 | 104 | -32 | -2 | -3 | 108 | 2
CCN1CCN(CC(=O)N/N=C/c2ccc(F)cc2F)CC1 | -6 | 43 | -7 | 105 | -2 | 103 | 10 | -6 | -5 | 101 | 0
O=C(COC(=O)c1ccc([N+](=O)[O-])o1)Nc1cccc(S(=O)(=O)N2CCCCC2)c1 | 0 | 15 | -5 | 101 | 0 | 103 | -31 | -3 | -6 | ? | 0
COc1ccccc1NS(=O)(=O)c1cc(NC(=O)c2[nH]c(C)c(C(C)=O)c2C)ccc1N1CCOCC1 | . | 1 | . | 96 | . | 98 | -29 | . | . | ? | .
CNC(=O)/C=C/c1cccc(C(F)(F)F)c1 | -6 | 7 | -16 | 101 | -2 | 104 | 2 | -8 | -6 | 103 | -1
O=[N+]([O-])c1ccc(Cl)c(/C=N/n2c(C3CCCCC3)n[nH]c2=S)c1 | -7 | 5 | -5 | 79 | -9 | 95 | 12 | -4 | -9 | 94 | -7
Cc1ccc(C2C3C(=O)N(c4ccccc4)C(=O)C3N3CCCN23)cc1 (centres undefined) | . | -11 | . | 98 | . | 100 | -22 | . | . | ? | .
Cc1ccc(C)c(NC(=O)CN(C)S(=O)(=O)c2ccccc2)c1 | -13 | . | -18 | 99 | -2 | 101 | -19 | -12 | -12 | 99 | -4
CC(=O)Nc1cccc(NC(=O)c2ccc(C(=O)Nc3cccc(NC(C)=O)c3)nc2)c1 | 0 | 40 | -2 | 102 | 0 | 101 | -18 | 3 | 8 | 102 | 3
CCc1cccc(NC(=O)CCS(=O)(=O)c2cccc3nonc23)c1 | 0 | 5 | -9 | 103 | 0 | 97 | -3 | -3 | -9 | 95 | -1
CCOC(=O)c1cc(-c2ccccc2)nn1-c1ccccn1 | -1 | 7 | -13 | 98 | 3 | 97 | 8 | -8 | -6 | 100 | 0
Cc1cccc(OCCNc2ccc([N+](=O)[O-])cn2)c1 | 0 | 18 | 6 | 99 | 0 | 97 | -39 | 0 | -1 | 95 | -5
COC(=O)CN(c1ccc2c(c1)OCCO2)S(=O)(=O)c1ccccc1 | -4 | 1 | -1 | 99 | 0 | 105 | -13 | 1 | 1 | 101 | 1
O=C(Nc1nnc(C2CC2)s1)c1n[nH]c(=O)c2ccccc12 | . | -8 | . | 101 | . | 101 | -22 | . | . | ? | .
Cc1cc(C)nc(NC2=NCCN2C(=S)Nc2c(C)cccc2C)n1 | -1 | 3 | -4 | 106 | -3 | 98 | -19 | 0 | -7 | 101 | 0
O=C(Nc1ccc(Oc2ccc3c(c2)C(=O)N(c2ccc(O)cc2)C3=O)cc1)c1cccs1 | -2 | -62 | -3 | 103 | -3 | 101 | 66* | -3 | -5 | 100 | -2
Cc1cc(C(=O)Nc2nc3ccc(Cl)cc3s2)nn1C | . | -11 | . | 97 | . | 99 | -4 | . | . | ? | .
C/C(=N\O)c1cccc(Br)c1 | . | 10 | . | 101 | . | 98 | -15 | . | . | ? | .
O=C(NCc1ccco1)c1ccc2c(=O)n(CC3CCCO3)c(=S)[nH]c2c1 (centres undefined) | -5 | 16 | -8 | 100 | -6 | 101 | -43 | -5 | -10 | 100 | -2
c1ccc2c(Nc3ccc4c(c3)OCCO4)c3c(nc2c1)CCCC3 | -1 | 22 | -3 | 106 | 1 | 104 | -77 | -1 | -4 | 115 | 0
